G9a inh: qHTS Assay for Inhibitors of Histone Lysine Methyltransferase G9a; Histone-lysine N-methyltransferase EHMT2 (Homo sapiens), Q96KQ7; G9a H3K9 monomethylation, AlphaScreen, 2 h; Potency, µM (top dose mostly 102 µM), without a hit: at the highest dose activity, negative = inhibition, hits mostly inhibitors; hit rate 8.8% among 350,000; AID 504332, 2011; further: potency means the concentration at half of the fitted maximal effect; on the % scale 0 is the no-effect control and ±100 the full control effect; nearly all actives have a fitted effect of over 75% in size
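Quantitative HTS format: methyltransferase activity on a biotin-tagged H3K9 peptide is measured by AlphaScreen, using a rabbit anti-monomethyl-H3K9 antibody with streptavidin donor and anti-IgG acceptor beads. Final levels are 20 nM enzyme, 500 nM peptide, 20 uM SAM; 2 h RT.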
JMJD2A Tudor inh: qHTS Assay for Inhibitors of JMJD2A-Tudor Domain; Potency, µM (titrated, usually from 114 µM), inactives show at the top dose activity change, negative = inhibition, most hits filed as inhibitors; AlphaScreen JMJD2A-Tudor / H3K4me3 peptide binding; Lysine-specific demethylase 4A (Homo sapiens), O75164; AID 504339, 2011; hit rate 4.4% among 390,000; further: potency means the concentration at half of the fitted maximal effect; on the % scale 0 is the no-effect control and ±100 the full control effect; nearly all actives have a fitted effect of over 50% in size
PI4K2A block: qHTS for small molecular inhibitors of PI4K2A | activity change, negative = inhibition, % at 76.9 µM | purified PI4K2A, ADP-Glo luminescence, 1 h; stronger effect = lower value | Phosphatidylinositol 4-kinase type 2-alpha (Homo sapiens), Q9BTU6 | hit rate 0.13% among 420,000; in the data active means activity change below about -50%; inconclusive means mostly about -30% to -49%;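 further: -100% = wells without enzyme as full effect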
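Compounds are screened against recombinant PI4K2A using PI as substrate and ATP, the latter dispensed at 300 microM. Reactions run one hour at ambient temperature before ADP-Glo detection; full inhibition defined by wells lacking enzyme.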
BAZ2B block: qHTS Assay for Inhibitors of BAZ2B; AlphaScreen BAZ2B-H3K14Ac peptide displacement; hit rate 4.4% among 360,000; Bromodomain adjacent to zinc finger domain protein 2B (Homo sapiens), Q9UIF8; Potency, µM (top dose mostly 114 µM), for the others: at the highest dose activity change, negative = inhibition, most hits filed as inhibitors; further: potency means the concentration at half of the fitted maximal effect; on the % scale 0 is the no-effect control and ±100 the full control effect; nearly all actives have a fitted effect of over 60% in size
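AlphaScreen displacement of biotin-H3(5-23)K14Ac peptide (50 nM final) from BAZ2B (50 nM final) in PBS pH 7.4, 0.01% Tween-20; complex preformed 30 min RT, then compounds (top 110 uM) 30 min RT, beads 20 min dark.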
ERG-DNA inh: qHTS for Small Molecule Inhibitors of the ERG Ets/DNA interaction; Transcriptional regulator ERG (Homo sapiens), P11308; fluorescence polarization, His-ERG Ets domain / labelled DNA; Potency, µM (top dose mostly 76.9 µM), for inactives: at the top dose FP activity, negative = inhibition, most hits filed as inhibitors; hit rate 0.028% among 370,000; AID 624246, 2012; active means well fitted inhibition curve with a large enough effect in the polarisation, with a control signal flat; inconclusive means small, poorly fitted or top-dose-only effect, or effect the other way, or a change in a side signal; inactive means no such curve, though single readings can be large or run the other way; the % refers to the polarisation;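 further: polarization taken with two DNA probes labelled with fluorescein and Texas red; potency means the concentration at half of the fitted maximal effect; % of control where 0% means no effect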
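His-tagged ERG Ets domain (1 uM in the protein solution; 300mM KCl, 50mM Tris-HCl, 1mM EDTA, 1mM DTT, pH 7.5) received compound, then a probe mix of 5 nM fluorescein-DNA and 100nM Texas-615-DNA. Fluorescence polarization was read for both dyes.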
HP1b binding inh: HTS for Inhibitors of HP1-beta Chromodomain Interactions with Methylated Histone Tails | Potency, µM (highest dose often 114 µM), for the others: top-dose activity change, negative = inhibition, hits mostly inhibitors | AlphaScreen HP1-beta / biotin-H3K9me3 peptide binding | hit rate 0.56% among 390,000 | Chromobox protein homolog 1 (Homo sapiens), P83916; further: potency means the concentration at half of the fitted maximal effect; nearly all actives have a fitted effect of over 70% in size; inactives centre near 23
Target sequence (P83916 whole entry, looked up): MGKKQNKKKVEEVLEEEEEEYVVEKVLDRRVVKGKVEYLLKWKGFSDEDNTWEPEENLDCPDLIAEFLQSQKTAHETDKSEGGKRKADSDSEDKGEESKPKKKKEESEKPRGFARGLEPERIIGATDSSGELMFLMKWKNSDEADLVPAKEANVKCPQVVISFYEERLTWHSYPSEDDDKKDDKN
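HP1-beta protein (50 nM final) preincubated 30 min at room temperature with biotinylated H3(1-18)K9me3 peptide (50 nM) in PBS pH 7.4, 0.01% Tween-20, then compound added for 30 min. AlphaScreen streptavidin donor/nickel chelate acceptor beads (10 ug/mL final), 30 min dark, luminescence read.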
GLS inhibitor: qHTS for Inhibitors of Glutaminase (GLS) | hit rate 0.21% among 410,000 | AID 624170, 2012 | Potency, µM (titrated, usually from 45.5 µM), for the others: at the highest dose activity change, negative = inhibition, most hits filed as inhibitors | Glutaminase kidney isoform, mitochondrial (Homo sapiens), O94925 | GLS enzymatic activity, qHTS titration; further: potency means the concentration at half of the fitted maximal effect; on the % scale 0 is the no-effect control and ±100 the full control effect
Target sequence (O94925 whole entry, looked up, canonical isoform): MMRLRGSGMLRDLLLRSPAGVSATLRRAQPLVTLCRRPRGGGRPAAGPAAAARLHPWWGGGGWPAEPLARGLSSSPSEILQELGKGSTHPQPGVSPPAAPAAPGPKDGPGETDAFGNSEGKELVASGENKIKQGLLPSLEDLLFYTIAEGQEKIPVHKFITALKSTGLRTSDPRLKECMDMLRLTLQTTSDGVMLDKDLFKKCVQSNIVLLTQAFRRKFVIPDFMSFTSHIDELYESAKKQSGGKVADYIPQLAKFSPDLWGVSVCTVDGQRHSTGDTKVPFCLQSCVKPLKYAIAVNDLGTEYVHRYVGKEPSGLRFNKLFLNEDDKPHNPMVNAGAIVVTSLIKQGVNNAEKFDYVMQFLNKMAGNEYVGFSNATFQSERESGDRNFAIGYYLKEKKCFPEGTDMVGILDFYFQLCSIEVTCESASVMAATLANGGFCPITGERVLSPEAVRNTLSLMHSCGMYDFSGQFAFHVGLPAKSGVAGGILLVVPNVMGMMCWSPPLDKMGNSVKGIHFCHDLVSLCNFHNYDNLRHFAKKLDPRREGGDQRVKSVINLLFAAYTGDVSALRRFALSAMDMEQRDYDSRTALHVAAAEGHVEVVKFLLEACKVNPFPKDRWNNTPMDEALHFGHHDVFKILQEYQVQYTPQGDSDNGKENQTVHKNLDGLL
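Glutamate formation by hKGA was monitored fluorometrically using coupled glutamate oxidase, HRP and Amplex Red. Substrate was added as 1 mM L-glutamine solution; incubation was 30 min at RT after an initial read.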
12-LOX inh: Primary qHTS assay for inhibitors of human arachidonate 12S-lipoxygenase (ALOX12): Round 2; Polyunsaturated fatty acid lipoxygenase ALOX12 (Homo sapiens), P18054; purified 12hLO, xylenol orange hydroperoxide absorbance; Potency, µM (top dose mostly 108 µM), inactives show at the highest dose activity change, negative = inhibition, most hits filed as inhibitors; hit rate 1.1% among 580,000; AID 1671190, 2021; further: potency means the concentration at half of the fitted maximal effect; on the % scale 0 is the no-effect control and ±100 the full control effect
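Purified human 12hLO at 150 nM in 25 mM Hepes, 0.01% Triton X-100, pH 7.0, preincubated 15 min at room temperature with compound. Reaction started with 40 uM arachidonic acid, 30 min at room temperature. Hydroperoxide measured by Fe-xylenol orange, 573/405 nm absorbance ratio.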
RGS4 inhibitor: Inhibitors of Regulator of G Protein Signaling (RGS) 4: qHTS; hit rate 0.039% among 390,000; Regulator of G-protein signaling 4 (Homo sapiens), P49798; Potency, µM (titrated, usually from 114 µM), inactives show top-dose activity change, negative = inhibition, actives largely listed as inhibitors; Transcreener GDP fluorescence polarization, RGS4-accelerated GTP hydrolysis; further: potency means the concentration at half of the fitted maximal effect; on the % scale 0 is the no-effect control and ±100 the full control effect; nearly all actives have a fitted effect of over 75% in size; some results filed as inactive show a strong effect at the top dose
Target sequence (P49798 whole entry, looked up): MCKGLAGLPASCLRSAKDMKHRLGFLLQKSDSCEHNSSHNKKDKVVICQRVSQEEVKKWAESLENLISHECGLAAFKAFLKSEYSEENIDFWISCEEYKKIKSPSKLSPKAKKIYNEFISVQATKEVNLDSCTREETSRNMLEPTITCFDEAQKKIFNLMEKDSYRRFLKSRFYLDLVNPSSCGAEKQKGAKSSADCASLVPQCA
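MLSMR compounds (23 nl, pin-transferred) preincubated 10 min at room temperature with a 500nM (2x) first reagent, then RGS4 at 900nM (2x) plus Transcreener GDP mix added; fluorescence polarization (620/688 nm) read before and after 90 min at 30 °C.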
* marks the source's active call; other numbers are inactive results; i = inactive; ? = inconclusive; . = not tested or not shown; [ ] = remark or other dose. Unless noted, the call rests on the fitted dose curve; in most records, active means well fitted curve in the direction sought with a large enough effect; inconclusive means small, poorly fitted or top-dose-only effect, or another doubt; inactive means no such curve, though single readings can be large; an effect the other way counts as inactive or inconclusive. This is a subset. The share of hits here may be higher or lower than overall.

item	G9a inh	JMJD2A Tudor inh	PI4K2A block	BAZ2B block	ERG-DNA inh	HP1b binding inh	GLS inhibitor	12-LOX inh	RGS4 inhibitor	Structure
1	-2%[59 µM]	-18%	-1	-2%	0%	38%[activator]	0%	?	5%	CCOc1ccc(CCNC(=O)c2ccc(Nc3nc4ccccc4n4nnnc34)cc2)cc1OCC
2	2%	-35%	-1	-26%	-7%	-2%	0%	-9%	-12%	CCN(CC)CCNC(=O)c1ccc(NC(=O)c2cccc(S(=O)(=O)N3c4ccccc4CC3C)c2)cc1 (stereo unspecified)
3	-23%[59 µM]	-27%	-4	-24%	2%	12%	2%	?	7%	CCOc1ccccc1NC(=O)C(C)Sc1nc(-c2ccccc2)c(C#N)c(=O)[nH]1 (stereo unspecified)
4	.	-8%	-7	.	17%	9%	2%	7%	13%	O=C(COC(=O)CN1C(=O)c2ccccc2C1=O)Nc1ccccc1
5	29%	-13%	3	-3%	1%	23%	?	17%	-10%	CCOC(=O)CC(=O)CSc1ncnc2c1nnn2-c1ccc(F)cc1
6	32µM*	-5%	-4	?	-11%	32%	-2%	-23%	6%	O=C(c1ccco1)N(Cc1ccc(Cl)cc1)Cc1ccco1
7	-4%	?	-1	4%	3%	?	-17%	-11%	?	CC1=CC(=C(C#N)C#N)C=C(C)N1CCN1CCNCC1
8	.	?	-3	-30%	4%	25%	0%	-9%	9%	CCOC(=O)c1ccc(N2CCOCC2)c(NC(=O)c2nccnc2C(=O)O)c1
9	-44%[59 µM]	-21%	0	-19%	-3%	3%	1%	-3%	11%	Fc1ccc(-c2nc3ccccc3c3nc4ccccc4n23)cc1
10	19%[59 µM]	-12%	-9	-3%	-5%	0%	?	63%	-19%	N#CC1=C(N)Nc2nc3ccccc3n2C1c1ccc(F)cc1 (stereo unspecified)
11	16%	-12%	-1	-15%	-9%	4%	0%	-52%	-8%	COc1ccc(OCC(=O)NNC(=O)CCc2ccccc2)cc1
12	.	-22%	-5	56µM*	10%	36%	3%	?	19%	CC1C(=O)N2CCCc3cc(S(=O)(=O)N(C)c4ccccc4)cc1c32 (stereo unspecified)
13	.	-14%	1	-2%	16%	23%	1%	206%[activator]	-15%	O=C(N/N=C/c1cccnc1)NC12CC3CC(CC(C3)C1)C2
14	-3%	-27%	11	-36%	-7%	8%	12%	-22%	-41%	COc1ccccc1OCCN1CSC(=S)N(C)C1
15	0%[59 µM]	-10%	-9	-2%	.	67%[activator]	-1%	34%[activator]	12%	N/C(=N\OC(=O)N1CCOCC1)c1ccccc1
16	-10%	-11%	5	2%	0%	4%	7%	-8%	18%	COc1ccc(S(=O)(=O)N(C)CC(=O)NCCN2CCOCC2)cc1
17	-4%[59 µM]	-27%	-11	-13%	1%	19%[57 µM]	-2%	-18%	-2%	CCOC(=O)C1CCN(C(=O)C2CCN(S(=O)(=O)c3c(C)noc3/C=C/c3ccc(C)cc3)CC2)CC1
18	1%	-6%	1	-2%	-2%	32%	5%	6%	5%	CCOC(=O)c1cnn(Cc2ccc(C)cc2)c1N
19	.	-26%	-3	.	?	1%	4%	?	0%	CN(C)CCN1C(=O)c2cccc3cc([N+](=O)[O-])cc(c23)C1=O
20	11%[0.501 µM]	-10%[11.4 µM]	-2	0%	1%	-11%	12%	?	-8%[11.4 µM]	N#Cc1c(C(F)(F)F)cc(-c2ccccc2)nc1SCC(=O)Nc1sc2c(c1C#N)CCC2
21	-36%[59 µM]	-20%	3	2%	-4%	54%[activator]	-3%	0%	5%	CCCCc1c(C)c(C#N)c2[nH]c3ccccc3n2c1=O
22	12%[59 µM]	22%	6	7%	-4%	47%[activator]	.	-11%	-10%	CC(C)c1cc(NCCCN2CCOCC2)n2c(nc3ccccc32)c1C#N
23	.	-14%	-1	.	6%	32%	-2%	15%	-18%	CCOC(=O)[C@@H]1[C@H]2COc3ccc(Br)cc3[C@H]2N2C(=O)N(c3ccc(C(F)(F)F)cc3)C(=O)[C@]12C
24	22%[12.7 µM]	-2%	0	4%	-4%	48%[activator]	-3%	3%	3%	O=C(Cc1ccc(Cl)cc1)OCC(=O)c1ccc[nH]1
25	17%[59 µM]	-13%	2	16%	-1%	25%	1%	-19%	2%	CCCCNC(=O)C1CCC(CNS(=O)(=O)c2ccc(Cl)cc2)CC1 (stereo unspecified)
26	-10%[0.501 µM]	?	-1	4%	-9%	7%	-1%	?	-7%	NNc1nc(-c2ccccc2Cl)c2cc(Br)ccc2n1
27	35%	-5%	-19	-35%	-1%	24%	8%	2%	10%	CCCCn1cnc2c(cnn2-c2ccc(F)cc2)c1=O
28	26%[59 µM]	-8%	1	8%	-3%	31%	0%	-12%	-4%	COc1cc(-c2nc(-c3cccnc3)no2)cc(OC)c1OC
29	22µM*	-10%	1	6%	5%	-6%	-4%	-2%	-33%	CCCCCCCCN=C1NC(=O)CS1
30	32%[59 µM]	25µM*	6	18µM*	.	25%	-4%	?	-3%	Cc1cc(C(=O)N/N=C/c2cc([N+](=O)[O-])ccc2O)c2ccccc2n1
31	1%	-9%[11.4 µM]	8	-2%	-1%	36%	4%	-10%	3%[11.4 µM]	CN(C)S(=O)(=O)c1ccc(NC(=O)COC(=O)Cn2[nH]c(=O)c3ccccc3c2=O)cc1
32	4%[59 µM]	-7%	-3	6%	-2%	27%	-2%	-20%	8%	COc1ccc(/C=C/C(=O)Nc2sc3c(c2C(N)=O)CCC(C)C3)cc1OC (stereo unspecified)
33	19%[59 µM]	-9%	3	-3%	-3%	21%	7%	-7%	3%	Cc1oc2c(CN3CCCC3)c(O)ccc2c(=O)c1Oc1ccccc1Br
34	7%	8%	-8	0%	4%	46%[activator]	-7%	-1%	-2%	NC(=O)NCc1cccs1
35	9%	-14%	3	11%	1%	48%[activator]	22%	-3%	14%	O=C(CSc1ccc2ccccc2n1)N/N=C/c1ccccc1O
36	64%[activator]	31%	1	34%	-2%	61%[activator]	-1%	i	-4%	N/C(=N\OC(=O)CC1CCCCC1)c1ccc(Cl)cc1
37	?	-29%	5	-10%	16%	19%	1%	0%	20%[11.4 µM]	CCN(CC)CCNC(=O)C(=O)Nc1cc2c3c(c1)CC(=O)N3CCC2
38	-1%[0.501 µM]	-18%	-3	-29%	12%	19%	2%	-15%	-26%	CN(CC(=O)Nc1cccc(F)c1)C(=O)CCc1nc2sc3c(c2c(=O)[nH]1)CCCC3
39	-5%[12.7 µM]	-15%	3	-21%	1%	52%[activator]	-1%	8%	-17%	CCc1ccc(CN2CCc3nc(N4CCN(c5ccccc5F)CC4)ncc3C2)cc1
40	27%[12.7 µM]	-21%	-6	1%	-3%	39%[activator]	-1%	-12%	16%	CN(C)C(=O)COc1ccc2cc(-c3ccccc3)c(=O)oc2c1
41	-4%[12.7 µM]	-6%	-4	12%	4%	27%	-1%	0%	16%	CCOC(=O)N1CCN(C(=O)CSc2nnc(-c3cc(OC)cc(OC)c3)o2)CC1
42	28%	-10%	-4	-1%	11%	14%	3%	6%	-6%	Cc1ccsc1C(=O)N1CCCC(N2CCN(c3cccc(Cl)c3)CC2)C1 (stereo unspecified)
43	-41%[59 µM]	-21%	7	-4%	2%	8%	20%	?	-14%	O=c1[nH]c2ccc(NC(=S)Nc3ccc(Cl)cc3Cl)cc2[nH]1
44	13%	-10%	-6	-1%	-8%	29%	9%	71%[activator]	-5%	O=C1CC(c2ccc(F)cc2)CC(O)=C1C=NCCN1CCN(C(=O)Nc2ccccc2)CC1 (stereo unspecified)
45	10%	-15%	-1	-19%	4%	23%	3%	-28%	-7%	COc1ccc(-n2cc(CN(C)CCO)c(-c3cccc(F)c3)n2)cc1
46	10%	-10%	2	13%	5%	48%[activator]	0%	0%	15%	CCCCN1C(=O)NC(NS(=O)(=O)c2ccc(N)cc2)(C(F)(F)F)C1=O (stereo unspecified)
47	2%[59 µM]	-15%	1	-15%	2%	33%[activator]	-1%	-21%	19%	COc1cc(OC)c(NC(=O)C2CCN(S(=O)(=O)c3ccc4c(c3)oc(=O)n4C)CC2)cc1Cl
48	3%[12.7 µM]	-16%	-5	10%	.	10%	30%	-3%	-16%	CN1/C(=C/C=N/n2cnnc2)C(C)(C)c2ccccc21
49	-3%	-1%	-4	-33%	-6%	51%[activator]	-5%	.	-4%	COc1ccc(S(N)(=O)=O)cc1C(=O)OCCCOC(=O)c1cc(S(N)(=O)=O)ccc1OC
50	.	-11%	-1	.	1%	27%	1%	2%	9%	CN(C(=O)c1cccc(NC(=O)Cc2ccc(NC(=O)C3CCN(C(=O)c4ccccc4)CC3)cc2)c1)C1CCCC1
